# Source: PubChem (Southern Research Specialized Biocontainment Screening Center)
# PhoP GFP inhibition – Inhibition of PhoP regulon, Salmonella typhi GFP reporter cells, confirmation, 4 h (AID 1850); Salmonella Typhi PhoP-promoter GFP reporter, fluorescence, 4 h; higher % means a stronger effect; one-dose inhibition, % at 50 µM; IC50 in µM for titrated hits; actives 0.33% (n = 310,000); in the data active means a potency from the dose series; inconclusive means inhibition mostly from about 25% at the one dose, without a potency; inactive means the rest, 99 in 100 with inhibition below about 19%;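 further: 0% = induced wells with vehicle and 100% = uninduced wells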
# H37Rv inhibition – M. tuberculosis growth inhibition, HTS (AID 449762). one-dose inhibition, % at 25 µM; IC50 in µM for titrated hits. actives 0.59% (n = 330,000). M. tuberculosis H37Rv growth inhibition, 7H9 media; higher % means a stronger effect; in the data active means a potency from the dose series; inconclusive means inhibition above about 70% without an active follow-up result;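 further: bacterial growth assessed after seven days of incubation; strong numbers were not always called active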
# H1N1 NS1A inhibition – H1N1 influenza NS1A inhibitors, functional cell based assay (AID 504329); NS1A functional cell-based assay, percent inhibition; higher % means a stronger effect; inhibition, % at 12.5 µM; hits with a dose series show IC50 in µM; actives 0.3% (n = 340,000); in the data active means a potency from the dose series; inconclusive means inhibition above about 27% without an active follow-up result; further: strong numbers were not always called active
# tuberculosis growth – growth inhibition of non-replicating M. tuberculosis (AID 488890); Mycobacterium tuberculosis non-replicating, growth inhibition; higher % means a stronger effect; inhibition, % at 25 µM; hits with a dose series show IC50 in µM; actives 0.39% (n = 320,000); in the data active means a potency from the dose series; inconclusive means inhibition mostly from about 82% at the one dose, without a potency; inactive means the rest, 99 in 100 with inhibition below about 76%;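 further: plate controls were DMSO cells for no effect and high antibiotic wells for full effect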
# inhibitors of VEEV – inhibitors of VEEV TC-83 cytopathic effect, confirmation, Vero cells (AID 588727); Vero cells, VEEV TC-83 cytopathic effect inhibition; higher % means a stronger effect; inhibition, % at 20 µM, or IC50 in µM where a hit was titrated; actives 0.13% (n = 350,000); in the data active means a potency from the dose series; inconclusive means inhibition mostly from about 14% at the one dose, without a potency; inactive means the rest, 99 in 100 with inhibition below about 12%; further: strong numbers were not always called active
# inhibitors of VEEV 10K pilot screen – second read-out of inhibitors of VEEV, no call of its own (marks repeat the call); inhibition, %; measured here: 10K pilot screen inhibition
# * marks the source's active call; other numbers are inactive results; i = inactive; ? = inconclusive; · = not tested or not shown.
SMILES,PhoP GFP inhibition,H37Rv inhibition,H1N1 NS1A inhibition,tuberculosis growth,inhibitors of VEEV,others
COc1ccc(CC(=O)Nc2ccccc2C(=O)NCCc2ccccc2)cc1,-4%,4%,-6%,27%,4.4%,
CCCC(c1nnnn1CCOC)N(Cc1cc2cc(C)c(C)cc2[nH]c1=O)CC1CCCO1 (stereo not given),21%,-1%,-8%,-7%,3.5%,
CCCCOc1ccc(Nc2cc(Cl)ccc2C(=O)O)cn1,-5%,-1%,-7%,47%,0.6%,
C=CCNC(=O)N1CCC(n2nccc2NC(=O)CCCc2ccccc2)CC1,-21%,15%,10%,-7%,1.4%,
CC(C)[C@@H](N)C(=O)N/N=C/c1ccc2nccnc2c1,-2%,-7%,11%,-12%,i,
Cc1ccc(N=Nc2c(C)[nH]n(-c3ccccc3)c2=O)c(C)c1,4%,46%,-6%,0%,1.1%,
Cc1nnsc1C(=O)N1CCN(c2cc(C(F)(F)F)ccn2)CC1,-1%,4%,-17%,1%,1.1%,
COc1ccc(OC)c(C(=O)N2CCC(n3nccc3NC(=O)CC(C)C)CC2)c1,-15%,8%,-3%,6%,0.6%,
O=C(NCC1CCCO1)c1onc(CSc2ccccc2F)c1C(=O)O (stereo not given),-3%,5%,-6%,-18%,0.2%,inhibitors of VEEV 10K pilot screen=1.5
C=CCN(Cc1nc(-c2cc(OC)c3c(c2)OCO3)oc1C)C1CCS(=O)(=O)C1 (stereo not given),1%,-3%,10%,1%,0.5%,
O=C(NCCOc1nc(N2CCCCC2)nc(N2CCOCC2)n1)Nc1ccccc1,-3%,-16%,11%,-13%,i,
CCOc1ccc(C(=O)NCC2OCCc3ccccc32)cc1 (stereo not given),-6%,3%,5%,75%,1.4%,
COc1cccc(N2CCN(S(=O)(=O)c3ccc(-c4coc(C)n4)cc3)CC2)c1,-7%,7%,-2%,14%,3.1%,
CCN(Cc1ccncc1)C(=O)c1ccco1,0%,-12%,-15%,-5%,i,
Cn1c(=O)oc2cc(S(=O)(=O)NCc3ccncc3)ccc21,-12%,1%,6%,-2%,1.1%,
COCCNC(=O)C/C(C)=N/NC(=O)C(=O)NC1CCCCC1,7%,-6%,7%,-7%,i,
CCOc1cc(/C=C/C(=O)O)ccc1OCCOc1ccc(F)cc1,8%,1%,0%,-4%,2.7%,
CC(=O)c1cnn(-c2ccccc2)c1C,0%,-1%,-17%,-15%,i,
C=C1CCN([C@@H](C)C(=O)OCc2ccc(C)cc2)S(=O)(=O)c2ccccc21,-20%,-3%,1%,-4%,i,
O=C(c1ccncc1)N1CCN(C(=O)c2ccco2)CC1,-7%,0%,7%,-7%,1.5%,
COc1ccc(CNC(=O)CN2CCN(c3cccc(C)c3C)CC2)cc1,-6%,-5%,-3%,9%,0.9%,
CC(C)n1cnc2cc(NC(=O)c3ccco3)ccc21,-14%,3%,12%,-14%,2.3%,
O=C(NCCN1CCCCC1)Nc1ccc([N+](=O)[O-])cc1,-3%,1%,2%,-9%,i,
CCC[N+](CC#Cc1ccccc1)(CCC)CC(=O)c1ccc(Cl)cc1,17%,6%,20%,?,0.5%,
Cc1ccc(-n2c(N)c(C(N)=O)sc2=S)c(C)c1,-4%,6%,11%,37%,i,

# 6 compounds out of the list, arranged by SMILES length, low to high.
SMILES,PhoP GFP inhibition,H37Rv inhibition,H1N1 NS1A inhibition,tuberculosis growth,inhibitors of VEEV,others
CC(C)n1cnc2cc(NC(=O)c3ccco3)ccc21,-14%,3%,12%,-14%,2.3%,
CCOc1ccc(C(=O)NCC2OCCc3ccccc32)cc1 (stereo not given),-6%,3%,5%,75%,1.4%,
O=C(NCC1CCCO1)c1onc(CSc2ccccc2F)c1C(=O)O (stereo not given),-3%,5%,-6%,-18%,0.2%,inhibitors of VEEV 10K pilot screen=1.5
C=CCNC(=O)N1CCC(n2nccc2NC(=O)CCCc2ccccc2)CC1,-21%,15%,10%,-7%,1.4%,
O=C(NCCOc1nc(N2CCCCC2)nc(N2CCOCC2)n1)Nc1ccccc1,-3%,-16%,11%,-13%,i,
C=CCN(Cc1nc(-c2cc(OC)c3c(c2)OCO3)oc1C)C1CCS(=O)(=O)C1 (stereo not given),1%,-3%,10%,1%,0.5%,

# (next part)
SMILES,PhoP GFP inhibition,H37Rv inhibition,H1N1 NS1A inhibition,tuberculosis growth,inhibitors of VEEV,others
CCNC(=S)N(CCc1c(C)[nH]c2ccc(C)cc12)Cc1ccco1,·,-4%,26%,·,2.2%,
CN(C(=O)CCS(=O)(=O)c1ccc2c(c1)oc(=O)n2C)C1CCCCC1,-2%,-4%,0%,4%,1.9%,
O=C(CCCn1ncn2c(cc3occc32)c1=O)N1CCc2ccccc2C1,-2%,0%,5%,1%,4.1%,
CCOC(=O)c1ccc(NC(=O)CC2Sc3ncnn3C2=O)cc1 (stereo not given),0%,-8%,-1%,34%,5.3%,
N#Cc1ccccc1NS(=O)(=O)c1cc2c3c(c1)CCC(=O)N3CCC2,3%,-1%,-2%,-3%,4.0%,
O=C(Cc1nc2ccccc2[nH]1)NCc1ccco1,-3%,0%,-15%,20%,i,
Cc1cccc(Nc2ncnc(N)n2)c1,4%,-9%,0%,-5%,3.2%,
COc1ccc(Cl)cc1N1C(=O)CC(N2CCc3ccccc32)C1=O (stereo not given),13%,-4%,6%,5%,2.8%,
COC(=O)C1CCN(C(=O)COc2cc3sc(C)nc3c3sccc23)CC1,-5%,-7%,-11%,14%,7.0%,
CC(=O)c1c(Cl)nc2ccc(Br)cc2c1-c1ccccc1,-3%,5%,-4%,6%,0.8%,
O=C(COc1cccc2cccnc12)NCc1cccs1,3%,-2%,-8%,9%,0.5%,
Cc1ccccc1C(=O)NCCCNC(=O)c1ccco1,-7%,9%,-7%,2%,0.3%,
O=C(N/N=C/c1ccccc1O)C1SCCCS1,88µM*,13%,36µM*,42%,9.8%,
O=C(COc1cc2oc(=O)c3c(c2cc1Cl)CCC3)NCC(O)c1ccccc1 (stereo not given),-7%,-1%,-8%,-6%,3.0%,
O=C(NCCc1ccc(Cl)cc1)C1CCN(c2cnccn2)CC1,-3%,4%,-2%,19%,i,
Cn1cc(CC(=O)NCc2ccc(F)cc2)c2ccccc21,2%,8%,-6%,6%,i,
COc1ccc(CNC(=O)CCCCCNC(=O)N2CCn3c2nc2ccccc23)cc1,5%,10%,-2%,13%,0.2%,
CCN(CC)C(=O)Cn1c(=O)n(CCC(=O)Nc2ccc(F)cc2)c(=O)c2sccc21,7%,3%,-3%,-15%,2.0%,
CCCNC(=O)NC(=O)CSc1ccc(C)cc1C,13%,0%,5%,8%,0.3%,
CC(C)c1ccc(/C=C2\SC(=O)N(CC(=O)NC3CCS(=O)(=O)C3)C2=O)cc1 (stereo not given),0%,2%,0%,16%,0.1%,
CN(C)C(=O)c1cccn(Cc2ccc(C(F)(F)F)cc2)c1=O,11%,-5%,7%,-13%,1.7%,
O=C(N/N=C/c1ccncc1)c1cccc(S(=O)(=O)N2CCCC2)c1,·,·,2%,·,i,
CC1CCN(c2ccc(S(=O)(=O)NC3=NCCCCC3)cc2[N+](=O)[O-])CC1,4%,-6%,1%,22%,i,
COc1cc(CNc2ccc(CNc3ncn[nH]3)cc2)ccc1OCc1ccccc1,-7%,9%,-2%,6%,1.8%,
O=C(NCC(c1ccco1)N1CCc2ccccc21)c1ccccc1Br (stereo not given),7%,16%,-1%,·,7.0%,

# A section of the results above, as a working copy:
SMILES,PhoP GFP inhibition,H37Rv inhibition,H1N1 NS1A inhibition,tuberculosis growth,inhibitors of VEEV,others
O=C(N/N=C/c1ccncc1)c1cccc(S(=O)(=O)N2CCCC2)c1,·,·,2%,·,i,
CC1CCN(c2ccc(S(=O)(=O)NC3=NCCCCC3)cc2[N+](=O)[O-])CC1,4%,-6%,1%,22%,i,
COc1cc(CNc2ccc(CNc3ncn[nH]3)cc2)ccc1OCc1ccccc1,-7%,9%,-2%,6%,1.8%,
O=C(NCC(c1ccco1)N1CCc2ccccc21)c1ccccc1Br (stereo not given),7%,16%,-1%,·,7.0%,

# Filtered by structure, those above with a nitro group on carbon (2)
SMILES,PhoP GFP inhibition,H37Rv inhibition,H1N1 NS1A inhibition,tuberculosis growth,inhibitors of VEEV,others
O=C(NCCN1CCCCC1)Nc1ccc([N+](=O)[O-])cc1,-3%,1%,2%,-9%,i,
CC1CCN(c2ccc(S(=O)(=O)NC3=NCCCCC3)cc2[N+](=O)[O-])CC1,4%,-6%,1%,22%,i,

# Entries from the list above containing a CF3 group:
SMILES,PhoP GFP inhibition,H37Rv inhibition,H1N1 NS1A inhibition,tuberculosis growth,inhibitors of VEEV,others
Cc1nnsc1C(=O)N1CCN(c2cc(C(F)(F)F)ccn2)CC1,-1%,4%,-17%,1%,1.1%,
CN(C)C(=O)c1cccn(Cc2ccc(C(F)(F)F)cc2)c1=O,11%,-5%,7%,-13%,1.7%,

# (next part)
SMILES,PhoP GFP inhibition,H37Rv inhibition,H1N1 NS1A inhibition,tuberculosis growth,inhibitors of VEEV,others
O=C(CNC(=O)Cc1ccccc1)NCC(=O)OCC(=O)c1ccc(F)cc1,-23%,0%,-4%,-4%,1.2%,
COc1ccc(OC)c(C(c2nnnn2CC2CCCO2)N2CCN(C3CCCC3)CC2)c1 (stereo not given),-2%,-2%,-13%,5%,0.5%,
COc1ccc(S(=O)(=O)n2ccc(C)n2)cc1C,8%,-10%,-5%,-15%,0.6%,
CCCCN(C(=O)CSc1nnc(-c2ccc(OC)cc2)n1C(C)C)c1c(N)n(Cc2ccccc2)c(=O)[nH]c1=O,-7%,15%,10%,35%,4.5%,
CC(=O)N1CCN(CC(=O)Nc2ccc(SC(F)F)cc2)CC1,-10%,-4%,28%,-19%,0.4%,
CC1(C)c2ccccc2N2CC(=O)N[C@@]21/C=C/C=C/c1ccccc1,-6%,-2%,1%,20%,i,
COC(=O)COc1ccccc1/C=C1/NC(=O)NC1=O,-9%,1%,-10%,·,1.3%,
O=C(/C=C/c1ccccc1)OCc1cncs1,-12%,7%,-13%,64%,0.1%,
COc1cccc(N=C2NC(=O)/C(=C/c3cc([N+](=O)[O-])ccc3O)S2)c1,-7%,5%,-2%,7%,1.0%,
CCOC(=O)C(NCc1ccccc1)(NC(=O)c1ccccc1)C(F)(F)F (stereo not given),4%,-1%,3%,-5%,i,
c1cc2c(cc1N1CCCCC1)C1CC2CCN1 (stereo not given),·,·,7%,·,i,
COC(=O)C1CCN(c2cc(Cl)nc(N)n2)CC1,0%,-3%,-2%,1%,3.3%,
CCCC(=O)C1=C(O)C(C(=O)OC)C(C)(C)CC1=NCCc1ccc(OC)c(OC)c1 (stereo not given),-11%,10%,-4%,·,1.2%,
O=S(=O)(c1cccc(-c2nnc(-c3cccnc3)o2)c1)N1CCCCC1,-5%,-2%,-6%,4%,2.1%,
Cc1ccccc1C(=O)OCC(=O)Nc1cccc(S(=O)(=O)NC2=NCCC2)c1,·,-8%,-6%,-7%,3.4%,
Cc1cc(C)c(NC(=O)CNC(=O)COC(=O)CNC(=O)c2ccc(Cl)cc2Cl)c(C)c1,0%,-1%,-1%,5%,0.4%,
COc1ccc(NC(=O)CN(C)C(=O)c2cc3c(s2)CCC(C)C3)cc1 (stereo not given),-7%,-5%,-8%,22%,1.9%,
O=C(O)COc1ccc(/C=N/NC(=O)C2CCCN2S(=O)(=O)c2ccc(Cl)cc2)cc1 (stereo not given),8%,-3%,-8%,-2%,1.2%,
Cc1ccc(S(=O)(=O)NC(=O)NCc2ccc(Cl)cc2)cc1,1%,-2%,-6%,-11%,0.7%,
Cc1ccc(C)c(NC(=O)CN(C)C(=O)c2nn(C)c(=O)c3ccccc23)c1,-3%,2%,-10%,10%,1.0%,
CCOC(=O)C1CCN(c2ncnc3c2cnn3-c2ccccc2)CC1,-2%,?,-1%,77%,i,
CCCC(c1nnnn1C1CCCC1)N1CCN(C(=O)c2ccco2)CC1 (stereo not given),6%,-9%,-9%,1%,0.1%,
CCCCCCCN1CCN=C1Nc1ccccc1,6%,5%,15%,13%,0.1%,inhibitors of VEEV 10K pilot screen=0.2
CN1CCN(c2nc3ccccc3nc2C(C#N)S(=O)(=O)c2ccccc2)CC1 (stereo not given),3%,-1%,·,1%,·,
CC1(C)CC2CC(C)(CN2C(=O)c2cccs2)C1 (stereo not given),3%,2%,19%,14%,1.3%,
CC(C)C1(CCNC(=O)c2cccs2)CCOC(C)(C)C1 (stereo not given),6%,8%,5%,1%,1.6%,
COc1ccccc1CCC(=O)Nc1cccc(S(=O)(=O)N2CCCCCC2)c1,-4%,-2%,-7%,2%,9.8%,
COC(=O)[C@@H]1Cc2c([nH]c3ccccc23)C(C)(C)N1C(=O)CCl,8%,49%,-26%,55%,?,
